Assay outcomes (PubChem)
MIN6 prolif – inducers of MIN6 beta-cell proliferation, primary screen, ATP luminescence, uHTS; hit rate 0.29% among 330,000; MIN6 cells proliferation, ATPlite luminescence, 48 h; cells starved in 0.2% serum; 100% = growth in 10% serum; proliferation, % at 10 µM;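 active = compounds whose signal lies at least 3.5 SD above the mean of all wells on their plate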;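 also: 0% = DMSO-treated cells in low-serum medium and 100% = 10% serum control; some compounds called inactive have numbers as strong as hits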
NALP3 yeast inh – NALP3 inflammasome inhibitors in reconstituted yeast, primary screen, luminescence, uHTS; Yeast reconstituted NLRP3/ASC/caspase-1, beta-gal luminescence, 24 h; AID 2825, 2010; inhibition, % at 10 µM; hit rate 0.39% among 330,000;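 active = inhibition of 50% or more; inactive = inhibition below 50%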;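 also: plate controls were induced DMSO wells for no effect and uninduced yeast grown without galactose for full effect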
TIM10 inh – growth inhibitors of isogenic TIM10 control yeast, primary screen, counter-screen for tim10-1 yeast inhibitor project, luminescence, uHTS; inhibition, % at 10 µM; hit rate 1.4% among 330,000; S. cerevisiae TIM10 strain growth, BacTiter-Glo luminescence, 24 h; AID 463195, 2010;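 active = inhibition of 40% or more at the single tested concentration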;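 also: wild-type TIM10 isogenic control strain grown at permissive 25 °C; 0% = DMSO yeast wells and 100% = minimal medium wells without yeast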
APOBEC3G inh – APOBEC3G DNA deaminase inhibitors, primary screen, biochemical, fluorescence, single-stranded DNA substrate, uHTS; DNA dC->dU-editing enzyme APOBEC-3G (Homo sapiens), Q9HC16; hit rate 0.28% among 330,000; recombinant A3G, ssDNA deamination FAM/TAMRA fluorescence; inhibition, % at 20 µM;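 active = inhibition of at least 40% at 20 µM, with no more than 30% in the related APOBEC3A deaminase screen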;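 also: plate controls were DMSO wells with A3G for no effect and wells lacking A3G enzyme for full effect; some compounds called inactive have numbers as strong as hits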
Target sequence (Q9HC16 whole entry, looked up): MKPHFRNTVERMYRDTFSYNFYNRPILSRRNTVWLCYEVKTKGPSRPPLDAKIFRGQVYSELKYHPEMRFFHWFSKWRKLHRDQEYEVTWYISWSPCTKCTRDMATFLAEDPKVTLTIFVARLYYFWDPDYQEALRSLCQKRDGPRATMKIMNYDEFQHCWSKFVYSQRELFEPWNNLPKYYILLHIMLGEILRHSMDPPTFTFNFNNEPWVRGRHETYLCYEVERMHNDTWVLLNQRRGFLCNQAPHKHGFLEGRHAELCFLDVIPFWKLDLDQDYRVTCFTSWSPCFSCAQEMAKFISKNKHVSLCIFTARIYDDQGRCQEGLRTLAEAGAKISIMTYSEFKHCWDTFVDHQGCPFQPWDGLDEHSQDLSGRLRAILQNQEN
mIAP block – inhibitors of mouse IAP, primary screen, biochemical, luminescence, uHTS; purified mouse IAP, CDP-Star luminescence, 30 min; inhibition, % at 10 µM; hit rate 0.2% among 330,000; AID 2806, 2010;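 active = inhibition of at least 40% at 10 µM in the primary screen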;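 also: plate controls were DMSO with enzyme for no effect and no enzyme wells for full effect; values of inactives mirror those of a sister screen read the other way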
tim10-1 inh – growth inhibitors of tim10-1 mutant yeast, primary screen, luminescence, uHTS. inhibition, % at 20 µM. S. cerevisiae tim10-1 ts strain growth, BacTiter-Glo, 24 h. hit rate 2.2% among 330,000;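 active = inhibition of at least 40%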;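 also: mutant grown at 25 °C; 0% = DMSO wells with yeast and 100% = wells holding no yeast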
A3A deaminase – APOBEC3A ssDNA deaminase inhibitors, primary screen, selectivity assay for APOBEC3G inhibitor project, biochemical, FAM/TAMRA oligo cleavage fluorescence; DNA dC->dU-editing enzyme APOBEC-3A (Homo sapiens), P31941; recombinant A3A, FAM/TAMRA ssDNA deamination fluorescence; inhibition, % at 20 µM; hit rate 0.41% among 330,000; AID 493011, 2011;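 active = at least 40% inhibition at 20 µM here, with at most 30% in a related deaminase screen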;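 also: plate controls were A3A with DMSO for no effect and wells lacking A3A enzyme for full effect; some results filed as inactive read as strong as hits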
hIAP block – human IAP inhibitors, primary screen, biochemical, luminescence, uHTS; AID 2544, 2010; purified IAP, CDP-Star luminescence, 30 min; hit rate 0.12% among 330,000; inhibition, % at 10 µM;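 active = inhibition reaching a set limit with compound at 10 µM in the primary screen, cut at about 35% in these data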;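 also: plate controls were DMSO wells with enzyme for no effect and no-enzyme buffer wells for full effect; values of inactives mirror those of a sister screen read the other way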
Target sequence (P09923 whole entry, looked up): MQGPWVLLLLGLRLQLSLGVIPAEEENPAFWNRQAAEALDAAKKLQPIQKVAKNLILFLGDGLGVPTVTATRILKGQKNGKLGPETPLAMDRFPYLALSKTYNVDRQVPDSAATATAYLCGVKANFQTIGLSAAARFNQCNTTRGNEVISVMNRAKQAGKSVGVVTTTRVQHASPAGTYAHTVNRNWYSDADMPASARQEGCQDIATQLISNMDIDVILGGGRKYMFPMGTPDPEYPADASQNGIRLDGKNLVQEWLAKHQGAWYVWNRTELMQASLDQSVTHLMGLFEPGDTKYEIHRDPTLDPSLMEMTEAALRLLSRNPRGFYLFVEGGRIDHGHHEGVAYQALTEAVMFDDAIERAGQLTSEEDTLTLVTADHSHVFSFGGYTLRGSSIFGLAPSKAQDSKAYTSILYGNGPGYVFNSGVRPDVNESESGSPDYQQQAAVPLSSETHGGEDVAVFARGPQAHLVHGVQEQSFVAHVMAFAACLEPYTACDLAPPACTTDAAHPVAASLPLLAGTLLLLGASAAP
mIAP act – activators of mouse IAP, primary screen, biochemical, luminescence, uHTS | intestinal alkaline phosphatase [Mus musculus] | muIAP, CDP-Star luminescence, 30 min; active compounds read high; 1 = vehicle-only enzyme signal, 0 = enzyme-free wells | activation factor at 10 µM | hit rate 0.24% among 330,000 | AID 2805, 2010;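 active = activation factor of at least 2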; also: the source names both 10 and 20 µM as test concentration; values of inactives mirror those of a sister screen read the other way
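Assay system: mouse IAP enzyme / Compound: DMSO-dissolved test compounds / Timing: 30 min, room temperature / Measured by: luminescence from enzymatic CDP-Star hydrolysis / Control set: DMSO-only wells, enzyme-free buffer wells as negative control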
An asterisk follows results filed as active; nt = no result given. No enrichment for hits; 4.6% or so of the library scored in one or more.

The line under a structure holds: MIN6 prolif, NALP3 yeast inh, TIM10 inh, APOBEC3G inh, mIAP block, tim10-1 inh, A3A deaminase, hIAP block, mIAP act
- Cc1cccc(N2CCN(C(=O)c3ccc4c(c3)NC(=O)C(CSCc3cccc(F)c3)N4)CC2C)c1 (stereo not given)
→ -6, 12, -5, -1, 15, 3, -14, -11, 0.85
- CC(OC(=O)CCC(=O)c1cccs1)C(=O)NC1CCCCC1C (stereo not given)
→ 3, 17, -5, -2, -4, 18, -1, -26, 1
- CC1(NC(=O)Cc2c(Cl)cccc2Cl)CCS(=O)(=O)C1 (stereo not given)
→ 3, 20, 7, -8, 3, -15, -2, 21, 0.97
- CC(=O)NC(Cc1cccc(C)c1)C(=O)NC1CCN(c2ncccc2[N+](=O)[O-])CC1 (stereo not given)
→ 0, 7, 1, -1, 28, 11, 3, 7, 0.71
- Cc1ccccc1NS(=O)(=O)c1ccc2[nH]cc(C(=O)N(C)Cc3ccco3)c(=O)c2c1
→ -1, -2, 4, -1, 10, 2, 14, 2, 0.91
- COc1cccc(CNS(=O)(=O)c2cc3c(cc2C)NC(=O)CO3)c1
→ -3, 13, -1, -13, -6, 7, -7, -8, 1.1
- CC[C@@H]1C(c2cccc(C)c2)=NN(c2ccccc2)[C@H]1C(=O)N1CCOC1=O
→ nt, nt, 7, -2, -11, 22, 2, nt, 1.1
- Cc1cc(C)c(S(=O)(=O)c2cc(F)ccc2C)c(Cl)n1
→ -2, 8, 7, -8, 5, -3, -3, 6, 0.95
- COC(=O)C(CCSC)NC(=O)C12CC3CC(CC(C3)C1)C2 (stereo not given)
→ -2, 3, 13, -5, 0, 24, -2, -7, 1
- Nc1nc(SCC(=O)O)[nH]c(=O)c1NC(=O)c1ccco1
→ -1, 20, 8, 3, 4, 9, -1, -39, 0.96
- O=C(CN1C(=O)c2cccc3cccc1c23)Nc1ccccc1
→ -1, 3, -38, -4, 3, -3, 1, 5, 0.97
- CC1CCC(NC(=O)CCNS(=O)(=O)c2ccccc2)CC1 (stereo not given)
→ 5, 16, 5, -5, 3, -5, -1, 10, 0.97
- CCCn1c(C)cc(/C=C(\C#N)C(=O)OCC(=O)Nc2cc(OC)c(OC)c(OC)c2)c1C
→ -1, 2, 6, -1, 7, 12, 0, 2, 0.93
- O=C(NCc1ccccc1)c1ccc(CSc2ccccc2)o1
→ -1, 17, -9, -3, -5, 19, 2, 10, 1.1
- O=C(CN1C(=O)NC2(CCCc3ccccc32)C1=O)NCc1ccco1 (stereo not given)
→ -4, 12, -1, -6, 4, 20, -11, -11, 0.96

Continuation:
The line under a structure holds: MIN6 prolif, NALP3 yeast inh, TIM10 inh, APOBEC3G inh, mIAP block, tim10-1 inh, A3A deaminase, hIAP block, mIAP act
- COc1cc(CNC(=O)C2CC2)ccc1OCc1ccccc1
→ 3, 31, 14, -14, -5, 12, -6, 12, 1
- O=C(CCCc1nc2ccccc2s1)NNC(=O)CCN1CCN(Cc2ccccc2)CC1
→ -2, 16, 11, -8, -3, 11, 1, -45, 1
- CC(C)c1ccccc1NC(=O)CN1C(=O)c2ccccc2C1=O
→ 0, 12, -4, -7, 2, 2, -6, 14, 0.97
- Cc1cccc(C)c1C(=NCCN(C)C)c1ccccc1
→ -1, -10, -11, 2, -15, 3, -4, -2, 1.1
- Cc1cccc(OCCN2C(=O)c3ccccc3C2=O)c1
→ 0, 28, 18, -12, -3, 8, -4, -10, 1
- O=C(OCc1nc2ccc(Cl)cc2n1CCO)c1ccccc1
→ 0, -3, 6, -4, 1, -2, 2, 5, 0.99
- O=C(CC(=O)c1ccccc1)Nc1cccnc1
→ 7, -14, -6, -5, -2, 16, -2, 10, 1
- COc1ccc(-c2nc(-c3ccncc3)no2)c(OC)c1
→ -5, 41, 2, -1, 17, -23, -8, -21, 0.83
- CCN(CC(=O)NCc1cccs1)C(=O)c1cccc(S(=O)(=O)NC)c1
→ 2, 22, -3, -8, 0, 7, 3, -10, 1
- CCn1ccnc1CNC(=O)CC1C(=O)NCCN1Cc1ccccc1F (stereo not given)
→ 0, -7, -2, -7, -3, 12, -4, 13, 1
- COCCC(=O)N1CCC(Oc2ccc(C(=O)NCc3ccon3)cc2)CC1
→ 4, 14, 5, -4, 4, -15, -2, -16, 0.96
- Cc1ccc(O)c(NC(=O)C2CC(c3cccc(Br)c3)=NO2)c1 (stereo not given)
→ -2, 19, -34, -2, 1, -42, 0, -9, 0.99
- COC(=O)c1sc(N)c(C(=O)OC)c1COC(=O)CNS(=O)(=O)c1ccc(C)c(C)c1
→ 0, 9, 18, 0, 2, 4, 4, 7, 0.98
- Cc1onc(-c2ccccc2)c1C(=O)N/N=C/c1ccc(O)c([N+](=O)[O-])c1
→ 3, 7, 11, -6, 11, -6, -1, 25, 0.89
- CCCC(=O)Nc1ccc(Cl)c(NC(=O)c2cccnc2Cl)c1
→ 1, 10, 11, -3, 8, 5, -3, -1, 0.92

(more compounds)
The line under a structure holds: MIN6 prolif, NALP3 yeast inh, TIM10 inh, APOBEC3G inh, mIAP block, tim10-1 inh, A3A deaminase, hIAP block, mIAP act
- CC(=O)N1N=C(c2c(-c3ccccc3)c3cc(C)ccc3[nH]c2=O)CC1c1ccco1 (stereo not given)
→ 0, 5, 7, -8, 7, 12, -2, 12, 0.93
- CCc1ccc(C(C)NC(=O)Cn2cnc3c(=O)n(C)c(=O)n(C)c32)cc1 (stereo not given)
→ -1, -10, -30, -9, 0, 11, 1, -35, 1
- S=C(NCC1CCCO1)Nc1cc(Cl)c(Cl)cc1Cl (stereo not given)
→ -1, 32, -28, -15, -20, 14, -1, -17, 1.2
- CCCNC(=O)c1onc(CSc2ccc(F)cc2)c1C(=O)NCCOC
→ -7, 15, 9, -10, -6, 6, 3, -6, 1.1
- c1cncc(-c2nnc3n2N=C(c2cccs2)CS3)c1
→ 0, 17, 17, -8, -2, 19, -4, -21, 1
- CC(=O)NNS(=O)(=O)c1scc(S(=O)(=O)c2ccc(Cl)cc2)c1C
→ -2, 5, 11, -3, 4, 1, 0, 9, 0.96
- CCn1cc(CNC(=O)/C=C/c2ccc([N+](=O)[O-])cc2)c(C)n1
→ -3, -3, -3, -7, 5, 8, 1, 2, 0.95
- CCC(=O)N1c2ccc(S(=O)(=O)CCC(=O)NCCC3=CCCCC3)cc2CC1C (stereo not given)
→ 0, -4, 3, 1, 21, 2, 3, -1, 0.79
- CN1C(=O)CC(n2c(CO)nc3ccccc32)C1=O (stereo not given)
→ 0, -1, 4, -2, 0, 5, -1, -1, 1
- COc1ccccc1/C=C/C(=O)Nc1nc(N)n(-c2ccccc2)n1
→ 0, 6, -9, -7, 1, -13, 0, 2, 0.99
- CC(=O)c1ccc(N2CCN(C(=O)c3ccc(Cl)c(S(=O)(=O)NC4CC4)c3)CC2)c(F)c1
→ -2, 7, -6, 3, 0, 9, 1, 18, 0.99
- COc1cccc(S(=O)(=O)NCc2ccc(C(=O)N3CCN(c4ccccc4OC)CC3)cc2)c1
→ 1, 5, 1, -8, -7, -2, -6, -32, 1.1
- CC1=NN(c2ccc(Cl)c(C(=O)O)c2)C(=O)C1
→ -1, 3, 3, -3, 3, 8, 13, 1, 0.97
- NC(=O)c1ccc(NC(=S)NCc2ccco2)cc1
→ -2, 18, 4, -10, 19, -6, -4, -2, 0.81
- N#C/C(=C1/C(=O)Nc2ccc(Br)cc21)c1ccccn1
→ -4, 22, 34, -2, 10, 30, -4, 4, 0.9

Later entries
The line under a structure holds: MIN6 prolif, NALP3 yeast inh, TIM10 inh, APOBEC3G inh, mIAP block, tim10-1 inh, A3A deaminase, hIAP block, mIAP act
- Cc1cccc(C2c3[nH]c4ccccc4c3CCN2Cc2cnn(-c3ccc(F)cc3)c2)n1 (stereo not given)
→ -3, -4, -10, -5, 6, 17, 1, -7, 0.94
- CC(=O)Oc1ccc(C(=O)Nc2cc(C)on2)cc1
→ -4, 8, 7, -5, 3, 23, 3, -16, 0.97
- COc1ccccc1CNC(=O)Cc1c[nH]c2ccccc12
→ -2, 21, 10, -13, 0, 6, -3, 2, 0.99
- CCOC(=O)C1C(=O)C=C(c2ccc(Br)cc2)CC1c1ccco1 (stereo not given)
→ -4, 16, 35, -7, 8, 21, -4, 9, 0.92
- COc1ccc(/C=C/C(=O)c2ccccc2)cc1COc1ccc(F)cc1
→ -5, 8, 20, -2, 3, 29, 0, 9, 0.97
- NC(=O)CSc1nc2ccccc2n1-c1ccccc1
→ 0, 6, 4, -4, 4, 18, -2, 1, 0.95
- Clc1ccc(C(c2ccccc2Cl)C(Cl)Cl)cc1 (stereo not given)
→ -8, 2, 22, -9, -11, 24, -6, 6, 1.1
- CC(=O)Oc1ccccc1-n1c(C)nc(=O)c(-c2ccccc2)c1C
→ 1, -3, 7, -4, -4, 3, -3, -15, 1
- COc1ccccc1CNC(=S)NCCc1ccccc1
→ -2, 12, 41*, -5, -21, 36, -5, 6, 1.2
- CCOC(=O)C1CCN(c2c(Nc3ccc(C)c(C)c3)c(=O)c2=O)CC1
→ -1, 8, -4, -2, 12, 8, 4, 8, 0.88
- CCN1/C(=C2\C(=O)N(C)C(=S)N2C)C=Cc2ccccc21
→ -1, -2, 12, 3, 4, 23, 3, 21, 0.96
- O=C(Cn1cnc2ccccc2c1=O)Nc1ccc(S(=O)(=O)N2CCOCC2)cc1
→ -1, 10, 4, -3, 1, -6, 1, -8, 0.99
- O=C(COc1ccccc1)NCc1nnc(SCC(=O)Nc2nccs2)n1-c1ccccc1
→ 1, 3, -13, -1, -15, -1, -1, 2, 1.2
- NC(=S)NC1CC2CC1C1C=CCC21 (stereo not given)
→ -2, 14, 9, -8, -2, 7, -1, -10, 1
- Cc1ccc(S(=O)(=O)Nc2ccc(S(=O)(=O)Nc3cc(C)nc(C)n3)cc2)cc1
→ -4, -1, 11, -5, -4, 5, 0, -5, 1
- COc1ccc(S(=O)(=O)/C(C#N)=C/Nc2cccc(F)c2)cc1
→ 2, 21, 8, -12, 9, -12, -5, 4, 0.91
